# High-throughput results deposited in PubChem BioAssay by National Center for Advancing Translational Sciences (NCATS).
# ASM inhibitor: blocks human secretory acid sphingomyelinase. AID 504937. P17405. actives 0.006% (n = 340,000). Potency, µM (top dose mostly 57.5 µM), for the others: top-dose activity change, negative = inhibition, usual class: inhibitors. placental ASM, HMU-PC fluorogenic substrate, 60 min; note: potency is the fitted concentration of half-maximal effect
#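 Fluorogenic HMU-PC substrate (9 uM final) is turned over by placental ASM in 60 min at 37 C after a 10 min compound preincubation. Reaction ended by alkaline stop (pH 10), with fluorescence read at 386/447 nm.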
# Integrin act MD: activates integrin-mediated alleviation for muscular dystrophy | Potency, µM (highest dose often 38.3 µM), for inactives: top-dose activation, most hits filed as activators | alpha7betagal myoblasts, beta-gal FDG fluorescence, 48 h | actives 0.064% (n = 350,000);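 note: potency is the fitted concentration of half-maximal effect; 100% = response of the positive control SU9516; nearly all actives have a fitted effect of over 60% in size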
#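 Alpha7betagal+/- myoblasts (passage 13) were plated 16-24 hr, then exposed to compounds (1:260 dilution of DMSO stock) for 48 hours at 37C. After MPER lysis, β-galactosidase reporter activity was read as FDG fluorescence (ex 480/em 540) after 30 minutes.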
# TRPV1 ag: activates the human vanilloid receptor TRPV1; Q8NER1; TRPV1-expressing cells, Fluo-8 calcium influx, agonist mode; activation, % at 8.33 µM; actives 0.19% (n = 320,000); in the data active = activation above about 80%; inconclusive = between about 30% and that limit; note: 0% is about no effect
#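 TRPV1-expressing cells were cultured overnight at 35.5C and loaded with Fluo-8 calcium dye for 40 to 90 min at room temperature. After a 10 s baseline, compound was added and calcium influx was read kinetically for 3 min (ex 480/em 520 nm).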
# KCNH2 3.1 inh: inhibitors of human KCNH2 3.1 potassium channel isoform; U2OS KCNH2 3.1, thallium flux FluxOr; hits give low values; activity change, % (tested at about 1.8 µM); actives 0.95% (n = 340,000);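 active = maximum activity change below -70%; inconclusive = maximum activity change from -70% to -50%; inactive = maximum activity change above -50%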;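 note: thallium influx rate constant from kinetic fluorescence after stimulation buffer; % is set by controls: 0 for no effect and ±100 for the full control effect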
#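 Virally transduced U2OS (3.1 isoform, 4 h infection in dark at RT) → overnight 37 C → FluxOr + Red40 in HBSS/HEPES, 45 min → stimulation buffer, 2 min kinetic read → rate constant vs DMSO controls.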
# KCNH2 WT inh: KCNH2 (human, wildtype) channel inhibition; Q12809; U2OS, BacMam KCNH2, thallium flux FluxOr; hits give low values; activity change, % at 1.84 µM; actives 0.37% (n = 340,000); AID 720551;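 active = maximum activity change below -70%; inconclusive = maximum activity change between -70% and -50%; inactive = maximum activity change above -50%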; note: % is set by controls: 0 for no effect and ±100 for the full control effect
#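 U2OS cells transduced with wild-type KCNH2 virus are loaded with FluxOr dye for 45 min, and thallium flux is measured in kinetic reads before and after stimulation buffer. Rate constants are normalized to DMSO controls.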
# FBPA coupling cs: inhibits coupling enzyme system, counter-screen for aldolase hits. coupling enzyme system counterscreen, AmpLite Red fluorescence. AID 2472. activity change, negative = inhibition, % at 58.2 µM, hits read low. actives 0.67% (n = 290,000); in the data active = activity change below about -30%; note: % is set by controls: 0 for no effect and ±100 for the full control effect
#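 Compounds tested against the coupling enzymes alone at 57.5 uM final; readout was AmpLite Red fluorescence (525/598 nm) after 20 min at RT.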
# MLL CXXC-DNA inh: inhibitors of human MLL CXXC domain-DNA interaction; Q03164; MLL-CXXC / FITC-HOXA9 DNA fluorescence polarization; Potency, µM (series often up to 115 µM), without a hit: top-dose activity change, negative = inhibition, hits mostly inhibitors; actives 0.037% (n = 290,000); active = well fitted inhibition curve with a large enough effect in the polarisation, with a control signal flat, not every such curve was filed as active; inconclusive = small, poorly fitted or top-dose-only effect, or effect the other way, or a change in a side signal; inactive = no such curve, though single readings can be large or run the other way; the % refers to the polarisation; note: potency is the fitted concentration of half-maximal effect
#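 Fluorescence polarization: 7 uM MLL-CXXC (stock) preincubated 5 min with compounds, then 50 nM fluorescein-HOX-A9 DNA (stock) added; 30 min ambient. Buffer 50 mM Tris-HCl pH 7.5, 50 mM NaCl, 1 mM DTT, 0.05% BSA.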
# A-T KAP1 phos: candidate therapy for ataxia-telangiectasia; […] A-T fibroblasts, KAP-1 phosphorylation AlphaLISA; neocarzinostatin DNA damage 30 min before lysis; Potency, µM (titrated, usually from 57.5 µM), for inactives: top-dose activation, most hits filed as activators; actives 0.19% (n = 320,000); note: potency is the fitted concentration of half-maximal effect; % of control where 0% means no effect; nearly all actives have a fitted effect of over 45% in size
#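 hTERT-immortalized A-T patient fibroblasts ([…]), 500 cells/well in OPTI-MEM, 1% FBS, got compounds for 60 min, then NCS for 30 min at 37C. Lysates were then assayed for phospho-KAP-1 by AlphaLISA (anti-pKAP1 donor, anti-KAP1 acceptor beads), 6 hr at 25C.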
# MBNL1 CUG block: blocks human MBNL1 binding to CUG repeat RNA; TR-FRET MBNL1-His/biotin-(CUG)12 binding, 665/545 ratio; AID 2675; actives 0.036% (n = 280,000); Potency, µM (series often up to 57.5 µM), for inactives: top-dose activity change, negative = inhibition, actives largely listed as inhibitors; active = well fitted inhibition curve with a large enough effect in the signal ratio, with a control signal flat, not every such curve was filed as active; inconclusive = small, poorly fitted or top-dose-only effect, or effect the other way, or a change in a side signal; inactive = no such curve, though single readings can be large or run the other way; the % refers to the signal ratio; note: potency is the fitted concentration of half-maximal effect; % is set by controls: 0 for no effect and ±100 for the full control effect
# Target sequence (Q9NR56 whole entry, looked up): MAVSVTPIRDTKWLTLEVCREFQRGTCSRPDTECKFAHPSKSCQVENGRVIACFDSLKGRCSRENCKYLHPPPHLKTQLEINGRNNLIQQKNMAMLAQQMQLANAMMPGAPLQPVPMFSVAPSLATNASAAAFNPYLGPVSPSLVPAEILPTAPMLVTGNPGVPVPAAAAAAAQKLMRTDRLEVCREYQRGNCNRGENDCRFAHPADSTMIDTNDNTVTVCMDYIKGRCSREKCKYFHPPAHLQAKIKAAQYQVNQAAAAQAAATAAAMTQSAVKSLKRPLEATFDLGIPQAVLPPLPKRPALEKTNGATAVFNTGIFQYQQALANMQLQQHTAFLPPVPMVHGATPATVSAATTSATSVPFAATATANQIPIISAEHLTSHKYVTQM
#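 Inhibition of protein-RNA binding appears as loss of TR-FRET between terbium anti-His antibody on MBNL1-His and streptavidin-XL665 on biotin-(CUG)12. Activity is normalized to buffer-only and uninhibited-complex controls.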
# GALK inh: galactokinase (human) inhibition; Purified GALK, Kinase-Glo residual ATP luminescence; actives 0.007% (n = 270,000); P51570; Potency, µM (doses to about 57.5 µM), without a hit: at the top dose activity change, negative = inhibition, hits mostly inhibitors; note: potency is the fitted concentration of half-maximal effect; % is set by controls: 0 for no effect and ±100 for the full control effect
# Target sequence (P51570 whole entry, looked up): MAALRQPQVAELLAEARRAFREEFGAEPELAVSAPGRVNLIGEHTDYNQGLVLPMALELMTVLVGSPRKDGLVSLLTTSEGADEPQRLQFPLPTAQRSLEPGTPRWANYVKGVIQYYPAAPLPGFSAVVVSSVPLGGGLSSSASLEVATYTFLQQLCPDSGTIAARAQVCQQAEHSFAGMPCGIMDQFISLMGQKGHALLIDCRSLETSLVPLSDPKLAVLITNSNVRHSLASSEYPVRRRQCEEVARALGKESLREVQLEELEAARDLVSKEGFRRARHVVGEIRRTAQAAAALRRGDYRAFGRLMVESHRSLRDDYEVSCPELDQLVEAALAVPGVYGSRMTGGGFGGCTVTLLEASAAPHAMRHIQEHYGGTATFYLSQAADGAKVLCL
#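 ATP-depletion format; final 35 uM ATP, 100 uM D-galactose, 5 nM enzyme; pH 8.0 HEPES/Mg2+ buffer; 60 min RT; luminescence read 10 min after detection reagent.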
# The depositor's hits bear a star; ? = inconclusive; · = no result given; & = joins results of further samples; [ ] = another dose, or the depositor's remark. Unless noted, calls come from the whole dose curve; as a rule, active = well fitted curve in the direction sought with a large enough effect; inconclusive = small, poorly fitted or top-dose-only effect, or another doubt; inactive = no such curve, though single readings can be large; an effect the other way counts as inactive or inconclusive.
# Screens in order – ASM inhibitor | Integrin act MD | TRPV1 ag | KCNH2 3.1 inh | KCNH2 WT inh | FBPA coupling cs | MLL CXXC-DNA inh | A-T KAP1 phos | MBNL1 CUG block | GALK inh
Cc1cc(N2CCN(c3cccc(C(F)(F)F)c3)CC2)n2ncnc2n1
→ -5% | -5% | ? | 2 | 3 | 0 | 2% | 12% | -11% | 1%
C=CCc1cccc2cc(C(=O)N(C)C)c(=O)oc12
→ -1% | -13% | -3 | 7 | 0 | 4 | -1% | 15% | 5% | 2%
CC1(NC(=O)Cc2ccc(Cl)c(Cl)c2)CCS(=O)(=O)C1 (stereo not drawn)
→ 2% | -12% | 8 | 6 | -3 | · | · | 26% | · | ·
Cc1ccc(NC(=O)Cn2c(CCC(=O)O)ccc2-c2cccs2)cc1Cl
→ 9% | 8% | 1 | 13 | 1 | 9 | -18% | -6% | -4% | -2%
Cc1c(NC(=O)c2ccc(S(=O)(=O)N(C)c3ccccc3)cc2)c(=O)n(-c2ccccc2)n1C
→ 1% | 0% | 1 | 5 | -16 | 0 | -5% | -2% | 6% | 0%
CCc1cccc(C)c1NC(=O)CN(C)C1=NS(=O)(=O)c2ccccc21
→ 1% | 2% | 3 | 11 | 5 | · | · | -2% | · | ·
COc1ccccc1N(CC(=O)N(C)Cc1ccccc1)S(=O)(=O)c1cccs1
→ 1% | ? | 8 | -15 | -5 | · | · | -1% | · | ·
O=C(NC(=S)Nc1ccccc1)c1ccc(Br)o1
→ 2% | 0% | 20 | 10 | -9 | -1 | -8% | 0% | 13% | 0%
COc1ccc(C(=O)OCC(=O)c2ccc(C3CCCCC3)cc2)cc1
→ -1% | ? | -4 | -5 | -12 | 1 | 1% | 21% | -5% | 2%
COc1cc(NC(=O)CSc2nccc(C)n2)c(C)cc1[N+](=O)[O-]
→ 0% | -9% | -2 | -3 | 2 | 0 | 9% | -3% | 27% | 1%
CCC1CCCCN1S(=O)(=O)c1ccc(C(=O)Nc2nnc(-c3cccs3)o2)cc1 (stereo not drawn)
→ -3% | -34% | 1 | -5 | -2 | 4 | -9% | 4% | 3% | -2%
Cc1ccc(Cn2ncn(-c3ccccc3)c2=O)cc1
→ 3% | ? | ? | -13 | -3 | 0 | 4% | -1% | -17% | 7%
COc1ccc(/C=N/Nc2ccccn2)c(OC)c1OC
→ 2% | 1% | 14 | 12 | -2 | -1 | -4% | -3% | 5% | 4%
COc1cc(/C=N\NC(=O)OC(C)(C)C)ccc1OC(=O)c1ccco1
→ 0% | 0% | -3 | 7 | 3 | 1 | 64%[activator] | -5% | -18% | 0%
COc1ccc(OC)c(C(=O)c2coc3cc(Br)c(O)c(Br)c23)c1
→ -5% | 2% | · | 3 | 0 | · | · | · | · | ·
N=c1sccn1CC(=O)Nc1cccc(S(=O)(=O)N2CCCCCC2)c1
→ 2% | -68%[inhibitor] | 3 | -71* | · | 0 | 4% | -3% | 0% | -4%
COc1ccc(CNC(=O)COC(=O)c2ccc(S(=O)(=O)N3CCCCC3)cc2)cc1
→ 3% | 29% | · | -7 | -15 | · | · | 6% | · | ·
CCOc1ccc(/C=C2\SC(=S)N(CC(=O)NCCCN3CCOCC3)C2=O)cc1
→ -2% | -19% | 2 | 2 | 3 | -1 | -5% | 4% | ? | -3%
CCC(C)(C)NC(=O)C(C(C)C)N(CC1CCCO1)C(=O)CNS(=O)(=O)c1ccccc1 (stereo not drawn)
→ ? | 2% | -1 | -9 | -1 | -2 | -8% | 20% | -3% | 0%
Cc1cc(C)n(Cc2ccc(NC(=O)c3c([N+](=O)[O-])c(C)nn3C)cc2)n1
→ -2% | -5% | -1 | 0 | 16 | 2 | 11% | 2% | ? | -1%
O=C(O)CCC(=O)N1CCN(c2ncccc2C(F)(F)F)CC1
→ 0% | 37% | -4 | -9 | -3 | 1 | -3% | -3% | · | -2%
CCOC(=O)c1c(S(=O)(=O)NCC(=O)Nc2ccc(F)cc2)c(C)n(C)c1C
→ 0% | 17% | 1 | -5 | -1 | · | 1% | 0% | -4% | 6%
O=C(/C=C/c1ccccc1[N+](=O)[O-])c1ccccc1Br
→ -3% | -67%[inhibitor] | 17 | -15 | -6 | 3 | 1% | ? | 1% | 0%
Cc1ccnc(NS(=O)(=O)c2ccc(NC(=O)c3ccccc3F)cc2)n1
→ 8% | 5% | -3 | 5 | -2 | 2 | -6% | 24% | -10% | 1%
COCCNC(=O)c1ccccc1NC(=O)c1ccc(Cl)c(S(=O)(=O)Nc2ccc(C)cc2C)c1
→ ? | 0% | 6 | -17 | 1 | 2 | 6% | -4% | -1% | 0%
CC(C)OC(=O)c1cn(-c2ccccc2)nc1-c1ccco1
→ 1% | 32% | 3 | -2 | -7 | 0 | 0% | 19% | 2% | -2%
CCOC(=O)c1ccc(NC(=O)CC2Sc3ncnn3C2=O)cc1 (stereo not drawn)
→ -3% | -1% | 2 | 4 | -1 | -7 | 8% | 3% | 3% | -2%
CCOc1ccc(NC2c3ccccc3C(=O)N2c2ccc(Cl)cn2)cc1 (stereo not drawn)
→ -3% | 9% | 0 | 5 | 5 | -1 | 2% | -1% | -14% | -4%
COc1ccc(CN(C(=O)c2snc(C(N)=O)c2N)C(C(=O)NC2CCCC2)c2ccco2)cc1 (stereo not drawn)
→ 252%[activator] | 11% | 3 | 2 | -6 | 1 | -7% | -1% | 7% | 15%
COc1ccccc1CNC(=O)C(=O)Nc1ccc(C(=O)N2CCC(C)CC2)cc1
→ -3% | 9% | 10 | 0 | 0 | 4 | -8% | 6% | -3% | 1%
Cc1[nH]n(-c2cccc3ccccc23)c(=O)c1/C=N/NC(=O)c1cccc([N+](=O)[O-])c1
→ -2% | -1% | 27 | 8 | -11 | 10 | 5% | 2% | ? | 0%
COc1ccc(C(=O)NCc2cc3ccccc3n2C)cc1
→ -2% | -10% | -1 | 3 | -13 | 1 | -1% | 7% | 2% | 4%
N#Cc1nc(COc2ccc(F)cc2)oc1NCCCn1ccnc1
→ -2% | 25% | 7 | -43 | 23 | 4 | 2% | -3% | -3% | -3%
COc1ccc(C2=C(CC(=O)O)C(=O)CC2)cc1
→ 4% | -1% | -3 | 14 | -19 | 3 | -2% | -4% | · | 1%
Cc1ccc(S(=O)(=O)Nc2ccc(C(=O)NCc3ccncc3)cc2)cc1
→ 4% | 11% | 0 | · | 14 | · | 3% | 11% | -4% | -4%
NN=C(NN=Cc1ccccc1)c1ccccc1
→ 4% | 8% | · | 23 | 18 | · | · | · | · | ·
CCOc1ccc(OCC)c(NC(=O)CSc2nnc(Cn3cnc4ccccc43)n2C)c1
→ 6% | -24% | 0 | 0 | -12 | 0 | -4% | -1% | -1% | -1%
COc1ccc(OC)c(Nc2nc(-c3ccncc3)nc3ccccc23)c1
→ 25% | -6% | 20 | 21 | 7 | -1 | -3% | -5% | 4% | 1%
CCCCn1c(Cc2ccccc2)n[nH]c1=S
→ 1% | 10% | -6 | 13 | -4 | 2 | -1% | 2% | -3% | 1%
COC(=O)CCC(=O)OC1(C)C(=O)C2=COC(c3ccc(OC)cc3)=CC2=C(Br)C1=O (stereo not drawn)
→ -2% | 13% | 3 | 16 | 2 | 1&-4 | -1% | -3% | 11% | 4%
O=C(Cn1[nH]c(=O)c2ccccc2c1=O)OCC(=O)N1CCCc2ccccc21
→ -1% | 19% | -2 | 7 | 11 | -1 | 1% | -6% | 9% | -1%

# A different layout for part of the listing above.
CCOc1ccc(OCC)c(NC(=O)CSc2nnc(Cn3cnc4ccccc43)n2C)c1
  ASM inhibitor: 6% | Integrin act MD: -24% | TRPV1 ag: 0 | KCNH2 3.1 inh: 0 | KCNH2 WT inh: -12 | FBPA coupling cs: 0 | MLL CXXC-DNA inh: -4% | A-T KAP1 phos: -1% | MBNL1 CUG block: -1% | GALK inh: -1%

COc1ccc(OC)c(Nc2nc(-c3ccncc3)nc3ccccc23)c1
  ASM inhibitor: 25% | Integrin act MD: -6% | TRPV1 ag: 20 | KCNH2 3.1 inh: 21 | KCNH2 WT inh: 7 | FBPA coupling cs: -1 | MLL CXXC-DNA inh: -3% | A-T KAP1 phos: -5% | MBNL1 CUG block: 4% | GALK inh: 1%

CCCCn1c(Cc2ccccc2)n[nH]c1=S
  ASM inhibitor: 1% | Integrin act MD: 10% | TRPV1 ag: -6 | KCNH2 3.1 inh: 13 | KCNH2 WT inh: -4 | FBPA coupling cs: 2 | MLL CXXC-DNA inh: -1% | A-T KAP1 phos: 2% | MBNL1 CUG block: -3% | GALK inh: 1%

COC(=O)CCC(=O)OC1(C)C(=O)C2=COC(c3ccc(OC)cc3)=CC2=C(Br)C1=O (stereo not drawn)
  ASM inhibitor: -2% | Integrin act MD: 13% | TRPV1 ag: 3 | KCNH2 3.1 inh: 16 | KCNH2 WT inh: 2 | FBPA coupling cs: 1&-4 | MLL CXXC-DNA inh: -1% | A-T KAP1 phos: -3% | MBNL1 CUG block: 11% | GALK inh: 4%
